HIV peptide binding: inhibitors of HIV fusion peptide binding, primary screen, biochemical, uHTS, fluorescence dequenching (AID 1986) | cell-free peptide binding, fluorescence dequenching, 30 min; higher % means a stronger effect | inhibition, % at 20 µM, or IC50 in µM where a hit was titrated | 290,000 compounds, 0.3% hits; in the data active means inhibition mostly above about 52%, no sharp cut-off; inactive means mostly below about 76%; further: some results filed as inactive read as strong as hits
NTR1 ag: agonists of NTR1, primary screen, imaging, U2OS cells, beta-arrestin-GFP, high content (AID 493036); Neurotensin receptor type 1 (Homo sapiens), P30989; NTR1-U2OS beta-arrestin-GFP spot imaging, agonist mode; activation, % at 20 µM; 330,000 compounds, 0.17% hits;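 active means activation at or above 40% of the spot to cytoplasm intensity ratio, with at least 20 cells analyzed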;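 further: 0% = DMSO without peptide and 100% = 100 nM NTR1 peptide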
Target sequence (P30989 whole entry, looked up): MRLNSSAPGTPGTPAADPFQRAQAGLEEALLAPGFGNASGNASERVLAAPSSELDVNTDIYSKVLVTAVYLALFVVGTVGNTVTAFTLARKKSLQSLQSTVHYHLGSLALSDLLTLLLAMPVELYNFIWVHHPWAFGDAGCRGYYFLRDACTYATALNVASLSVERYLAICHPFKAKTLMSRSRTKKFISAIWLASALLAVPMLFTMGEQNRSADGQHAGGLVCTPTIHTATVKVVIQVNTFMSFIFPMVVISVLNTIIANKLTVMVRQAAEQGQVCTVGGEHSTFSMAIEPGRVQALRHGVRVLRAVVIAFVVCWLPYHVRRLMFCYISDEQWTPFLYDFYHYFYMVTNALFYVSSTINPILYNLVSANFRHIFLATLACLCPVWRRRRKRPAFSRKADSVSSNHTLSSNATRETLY
AID2073: inhibitors of Mint1-CaV2.2 protein interaction, biochemical, HTRF (AID 2073). 290,000 compounds, 0.19% hits. Voltage-dependent N-type calcium channel subunit alpha-1B (Homo sapiens). HTRF protein-protein interaction, Mint1-CaV2.2; higher % means a stronger effect. inhibition, % at 20 µM, or IC50 in µM where a hit was titrated; in the data active means inhibition mostly above about 51%, no sharp cut-off; further: some results filed as inactive read as strong as hits
GPR55 activation: GPR55 agonists via beta-arrestin recruitment, primary screen, imaging, U2OS cells, beta-arrestin-GFP redistribution (AID 1961); G-protein coupled receptor 55 (Homo sapiens); U2OS GPR55 beta-arrestin-GFP redistribution imaging; higher % means a stronger effect; activation, % at 10 µM; hits with a dose series show EC50 in µM; 290,000 compounds, 0.048% hits;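 active means activation above 40% with more than 50 cells counted in the well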;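 further: U2OS osteosarcoma cells stably expressing GPR55 and beta-arrestin-GFP; plate controls were DMSO negative control for no effect and LPI positive control for full effect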
GPR55 LPI antagonism: GPR55 antagonists blocking LPI-driven arrestin recruitment, primary screen, imaging, U2OS, beta-arrestin-GFP, LPI agonist (AID 2013). G-protein coupled receptor 55 (Homo sapiens). U2OS GPR55 beta-arrestin-GFP translocation imaging, LPI antagonism; higher % means a stronger effect. one-dose inhibition, % at 10 µM; IC50 in µM for titrated hits. 290,000 compounds, 0.13% hits;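 active means spots per cell inhibited over 60%, with over 100 cells counted and total cytoplasm intensity under 500,000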;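 further: U2OS cells stably carrying GPR55 and arrestin-GFP stimulated by 5 µM LPI near EC80; imaged beta-arrestin-GFP aggregate spots per cell after agonist stimulation; plate controls were LPI-stimulated DMSO wells for no effect and DMSO wells without LPI for full effect; some results filed as inactive read as strong as hits; confirmed hits need IC50 under 10 µM and bright autofluorescent wells are also inconclusive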
Dengue-2 NS5 capping: Dengue-2 NS5 methyltransferase inhibitors, primary screen, biochemical, confirmation dose response (AID 588689); Genome polyprotein (Dengue virus type 2 (strain 16681-PDK53)); Dengue-2 NS5 methyltransferase capping enzyme assay, biochemical; higher % means a stronger effect; inhibition, % at 25 µM, or IC50 in µM where a hit was titrated; 340,000 compounds, 0.3% hits; in the data active means a potency from the dose series
SIAH1 antagonists: Siah-1 peptide-binding antagonists, primary screen, biochemical, fluorescence polarization, rhodamine-plectin, uHTS (AID 1817); 290,000 compounds, 0.02% hits; Siah-1 / rhodamine-plectin peptide fluorescence polarization; higher % means a stronger effect; E3 ubiquitin-protein ligase SIAH1 (Homo sapiens); one-dose displacement, % at 20 µM; IC50 in µM for titrated hits;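 active means displacement of at least 50% at 20 µM, with a fluorescence ratio check between 0.3 and a set limit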;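 further: plate controls were Siah plus tracer with DMSO for no effect and tracer alone without Siah for full effect; strong numbers were not always called active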
GPR35 antagonists: GPR35 antagonists blocking zaprinast-driven arrestin recruitment, primary screen, imaging, U2OS, beta-arrestin-GFP, zaprinast agonist (AID 2058); G-protein coupled receptor 35 (Homo sapiens); U2OS GPR35 beta-arrestin-GFP translocation imaging, zaprinast antagonism; higher % means a stronger effect; one-dose inhibition, % at 10 µM; IC50 in µM for titrated hits; 290,000 compounds, 0.052% hits;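 active means inhibition of at least 50% with at least 30 cells and total cytoplasm GFP at most 10,000,000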
K1F lysis inhibition: inhibition of K1F phage lysis, E. coli UTI89, bacterial capsule biogenesis inhibitors, alamar blue (AID 488966). E. coli UTI89 K1F phage lysis, alamar blue, 2 h; higher % means a stronger effect. inhibition, % at 100 µM, or IC50 in µM where a hit was titrated. 340,000 compounds, 0.02% hits;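 active means phage lysis inhibition, versus mean bacterial control, above a set limit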;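 further: capsule biogenesis inhibitors block K1F phage lysis so surviving cells raise fluorescence; higher fluorescence means more inhibition of phage lysis; actives were called in the ten point dose series up to 300 µM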
NTR1 ag cell count 20 µM: further read-out of NTR1 ag, marked with its call; cell count; measured here: cell count, cytotoxicity flag
Dengue-2 NS5 capping pilot replicate: further read-out of Dengue-2 NS5 capping, marked with its call; inhibition, %; measured here: pilot screen replicate inhibition
An asterisk follows results filed as active; i = inactive; x = no result given; [ ] = another dose, or the depositor's remark.

Preview:
SMILES	HIV peptide binding	NTR1 ag	NTR1 ag cell count 20 µM	AID2073	GPR55 activation	GPR55 LPI antagonism	Dengue-2 NS5 capping	SIAH1 antagonists	GPR35 antagonists	K1F lysis inhibition	others
COc1ccc(N(CC(=O)Nc2ccccc2OC)S(=O)(=O)c2ccccc2)cc1Cl	2.4%	0.4	63	-3%	-0.3%	-15%	-5%	6%	-14%	2.1%
CC(=O)c1ccc(N2CCN(C(=O)Nc3ccc(F)cc3)CC2)cc1	-1.4%	0.3	45	15%	0.2%	-2%	-6%	0%	10%	0.4%

Results, repeating the preview:
SMILES	HIV peptide binding	NTR1 ag	NTR1 ag cell count 20 µM	AID2073	GPR55 activation	GPR55 LPI antagonism	Dengue-2 NS5 capping	SIAH1 antagonists	GPR35 antagonists	K1F lysis inhibition	others
COc1ccc(N(CC(=O)Nc2ccccc2OC)S(=O)(=O)c2ccccc2)cc1Cl	2.4%	0.4	63	-3%	-0.3%	-15%	-5%	6%	-14%	2.1%
CC(=O)c1ccc(N2CCN(C(=O)Nc3ccc(F)cc3)CC2)cc1	-1.4%	0.3	45	15%	0.2%	-2%	-6%	0%	10%	0.4%
O=C1CCCCC1S(=O)(=O)c1ccccc1 (stereo unspecified)	1.5%	-0.4	32	-3%	-0.2%	0%	-4%	13%	-11%	1.4%[50 µM]
CC(C)(C)OC(=O)N[C@@H](Cc1ccccc1)C(=O)N1CCC(C(=O)N[C@@H](Cc2c[nH]c3ccccc23)C(=O)O)CC1	0.8%	0.0	62	15%	0.0%	0%	-5%	-3%	13%	-0.7%[50 µM]
Cc1cc(C)n2nc(SCC(=O)c3cccs3)nc2n1	0.6%	-1.0	59	0%	-0.1%	10%	-5%	-1%	13%	-0.1%
CC(=O)c1ccc(OCc2cc(C(=O)N3CCC(Oc4ccccc4C)CC3)no2)cc1	-0.5%	1.2	66	4%	-0.1%	2%	0%	-8%	51%	-0.9%[50 µM]
CN(Cc1cc(=O)n2ccsc2n1)C1CCCCC1	-1.0%	1.0	74	13%	-0.1%	4%	3%	2%	-8%	-0.2%
CCc1ccc(C(=O)NC(=S)Nc2ccc3c(c2)OCCO3)cc1	-1.5%	8.6	50	-21%	0.3%	14%	4%	4%	11%	i
Cc1ccc(S(=O)(=O)N(CCC#N)C2CCCCC2)c2nsnc12	-0.5%	1.5	35	-4%	0.4%	-10%	2%	-1%	-7%	-0.1%
O=C(Nc1ccc(Cl)cn1)Nc1ccccc1Cl	-1.9%	0.0	91	5%	-0.3%	-16%	6%	-3%	-3%	0.2%
COc1ccc(OC)c(NC(=O)CCN2CCCCC2)c1	-1.1%	-2.3	85	5%	-0.2%	4%	1%	-6%	8%	0.1%
CCc1c(C)nc2ncnn2c1N1CCC(C(=O)NCc2ccc3c(c2)OCO3)CC1	0.0%	0.5	53	-2%	-0.3%	6%	-6%	-2%	9%	0.5%
CC(=Nc1ccccc1)Nc1ccccc1	3.2%	1.0	53	21%	-0.1%	3%	-3%	2%	10%	-0.2%
CN(C)c1cccc(C(=O)NCc2ccccc2Cl)c1	-1.9%	0.2	67	16%	-0.3%	3%	-1%	-4%	-14%	10%
Cc1ccccc1CN1C(=O)C(O)(CC(=O)c2ccncc2)c2ccccc21 (stereo unspecified)	-1.1%	2.3	22	-5%	-0.1%	2%	-12%	4%	-6%	0.8%
CCC(=O)Nc1ccc(Cl)c(NC(=S)NC(C)=O)c1	1.7%	-2.0	64	4%	0.3%	3%	-5%	0%	5%	0.0%
Cc1cccc(NC(=O)/C(C#N)=C/c2ccccc2Cl)n1	-0.6%	-1.0	107	-5%	0.0%	4%	-24%	7%	-3%	0.1%
COc1cccc(C(=O)NC2CCN(CC(=O)NCc3ccccc3F)CC2)c1	1.7%	0.4	51	4%	1.0%	-8%	-4%	3%	-5%	0.3%
Cc1ccc(C(=O)c2c3ccc(N)cc3nn2CCC(N)=O)cc1	4.5%	0.0	86	-25%	-0.2%	-9%	4%	2%	-10%	0.5%
CC(=O)Nc1ccc(S(=O)(=O)Nc2ccc(S(=O)(=O)Nc3ncccn3)cc2)cc1	1.7%	1.9	62	4%	-0.1%	-12%	3%	-2%	7%	0.3%
N#Cc1ccc(C(=O)N(Cc2ccccc2)c2ccccc2)cc1	-2.5%	0.0	52	6%	-0.2%	1%	-2%	-2%	0%	-0.3%
Cc1nc2sc(-c3ccccc3)nn2c(=O)c1Br	-0.2%	5.1	52	-6%	0.3%	-1%	3%	8%	-4%	1.6%
CCc1ccc(OCC(=O)NNC(=O)CSc2ncnc3sc(C)c(C)c23)cc1	-0.2%	-0.3	75	28%	0.7%	11%	-10%	1%	10%	7.5%
CNC(=O)NC(=O)COC(=O)c1ccccc1OCc1ccccc1	1.3%	0.9	55	1%	1.0%	7%	8%	6%	1%	-0.1%
CC1(C)C=C2[C@H]3CC[C@@H]4[C@@]5(C)CCC(=O)C(C)(C)[C@@H]5CC[C@@]4(C)[C@]3(C)CC[C@@]2(C(=O)O)CC1	4.6%	22	63	-1%	-0.2%	16%	1%	-7%	-4%	0.6%
Brc1ccc(CN2C3=NCCCN3c3ccccc32)cc1	-1.1%	-0.1	96	-5%	-0.3%	4%	-5%	-2%	9%	0.3%
C=CCn1c(SCC(N)=O)nc2nc3c(cc2c1=O)COC(C)(C)C3	-2.2%	-1.2	60	-9%	-0.1%	8%	-22%	4%	-2%	0.1%
N/C(=N\OC(=O)c1cccnc1)c1ccc(Cl)cc1Cl	1.9%	0.1	76	-7%	-0.1%	2%	-1%	-4%	13%	0.0%
COc1ccc(Cn2c(=O)[nH]c3cc(C(=O)NCCc4ccc(S(N)(=O)=O)cc4)ccc3c2=O)cc1	0.0%	1.3	44	41%	-0.4%	-16%	x	-7%	3%	-0.2%
COc1cccc2cc(C(=O)NCc3ccccn3)c(=O)oc12	1.5%	0.5	39	20%	0.3%	9%	-1%	2%	6%	1.4%
CCn1nc(C)cc1-c1nnc(SCC(=O)Nc2ccccc2)n1CCCOC	0.4%	1.0	40	3%	-0.2%	-9%	-5%	-5%	9%	1.0%
Cc1c(CCC(=O)NCCC(=O)O)c(=O)oc2c(C)c3oc4c(c3cc12)CCCC4	1.9%	3.2	87	8%	-0.1%	3%	5%	9%	8%	0.1%
Cc1ccc(CNC(=O)c2cc(=O)c3ccc(C)cc3o2)cc1	-3.9%	0.8	88	2%	0.0%	-3%	-4%	-2%	4%	-0.1%
Cc1cccc(NC(=O)c2cc3c(=O)n4ccccc4nc3n(CC(C)C)c2=N)c1	-2.4%	0.9	94	-7%	-0.4%	0%	3%	5%	0%	-0.2%
COCCCN1C(=O)/C(=C\c2cccs2)C(C(=O)OC)=C1C	0.8%	0.3	64	-2%	1.1%	-2%	-6%	13%	-3%	1.8%
COC(=O)C1(CCSC)NC(c2ccc(OC)cc2OC)C2C(=O)N(c3cccc(C(C)=O)c3)C(=O)C21 (stereo unspecified)	0.8%	0.7	62	5%	1.3%	13%	0%	6%	0%	1.0%
CCOC(=O)c1ccc(S(=O)(=O)NNC(=O)COc2ccccc2C)cc1	-1.1%	-0.1	59	6%	-0.2%	-14%	-4%	-2%	-6%	0.9%
O=C(O)/C=C\c1ccccc1Oc1ccc(F)cc1	0.8%	-0.6	41	8%	0.2%	9%	-1%	3%	5%	-3.8%
COc1ccc(CCNc2oc(Cc3cccc4ccccc34)nc2C#N)cc1OC	-0.6%	4.0	37	0%	-0.1%	2%	9%	-5%	22%	2.0%
COc1cccc(N2CCN(C(=S)NCc3ccco3)CC2)c1	-2.9%	-1.1	76	-42%	0.2%	-4%	-1%	-4%	13%	1.3%	Dengue-2 NS5 capping pilot replicate=-7.0
Cc1ccc(S(=O)(=O)N2CCCOC2CNC(=O)C(=O)NCc2cccnc2)cc1 (stereo unspecified)	-0.4%	-0.9	68	3%	-0.2%	10%	-9%	5%	-6%	2.5%
COc1nccc(C(F)(F)F)c1C(=O)Nc1ccc(Cl)cc1	-0.4%	0.9	49	3%	-0.1%	15%	5%	5%	14%	0.0%
CCCC(C(=O)Nc1nccs1)c1ccccc1 (stereo unspecified)	-0.1%	0.8	59	20%	0.6%	3%	-8%	-2%	10%	-0.2%
Cc1ccc(N2CCN(c3ccc(NC(=O)CCC(=O)O)cc3)CC2)cc1	1.6%	3.2	72	-9%	-0.1%	0%	-3%	-6%	2%	1.9%
C=CC(=O)NCC1OCCc2ccccc21 (stereo unspecified)	-1.4%	2.9	43	10%	-0.2%	-1%	5%	11%	3%	0.1%
CCCN(CC(=O)Nc1ccccc1C)C(=O)c1ccc(S(=O)(=O)N2CCCCCC2)cc1	1.3%	-1.2	60	4%	-0.1%	1%	-3%	10%	-13%	0.3%
Cc1cc(F)ccc1S(=O)(=O)Nc1ccccc1C(=O)NCc1ccccn1	2.4%	1.3	43	4%	-0.5%	-6%	-4%	-1%	-5%	-1.1%
CC(=O)c1ccc(NC(=S)Nc2cccc3cnccc23)cc1	19%	6.1	65	65%	-0.1%	-1%	-6%	74%	9%	-1.3%
Cc1nnc(SCC(=O)N2CCCCC2)n1CC1CCCO1 (stereo unspecified)	0.3%	-4.7	88	-18%	1.1%	1%	1%	-4%	4%	2.0%
CCCOCC1CC2(SC(=Nc3ccc(C)cc3)NC2=O)C(=O)O1 (stereo unspecified)	-3.8%	0.4	34	1%	0.2%	6%	-4%	-4%	19%	0.8%
O=C1COc2ccc(-c3csc(NCC4CCCO4)n3)cc2N1 (stereo unspecified)	-0.9%	-1.0	95	0%	-0.3%	-4%	-6%	3%	8%	1.1%
Cc1cc(NC(=O)CSc2nc3c(c(=O)n2-c2ccccc2)SC(C)C3)no1 (stereo unspecified)	0.0%	-0.9	80	3%	-0.1%	3%	-1%	1%	-1%	-1.6%
CN(Cc1ccccc1)Cc1nc2scc(-c3ccccc3)c2c(=O)[nH]1	0.3%	8.0	35	-3%	-0.4%	13%	-9%	-2%	-1%	0.1%
O=C(O)c1ccccc1C(=O)NC1Cc2ccccc2C1	-1.8%	-1.7	48	-8%	-0.4%	-1%	2%	-2%	11%	0.5%
Cc1ccccc1CNC(=O)C(=O)NCC1OCCCN1S(=O)(=O)c1cccs1 (stereo unspecified)	1.4%	-0.6	48	9%	-0.1%	4%	2%	-2%	-1%	1.0%[50 µM]

High-throughput results: PubChem, several laboratories
